DAGLB inhibitor – diacylglycerol lipase beta (human) inhibition; Q8NCG7; HEK293T DAGLB membrane lysate, EnzChek fluorogenic substrate; inhibition, % at 5.17 µM; hit rate 0.059% among 340,000; in the data active = inhibition above about 34%;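 also: 0% = enzyme with vehicle and 100% = wells lacking enzyme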
Target sequence (Q8NCG7 whole entry, looked up): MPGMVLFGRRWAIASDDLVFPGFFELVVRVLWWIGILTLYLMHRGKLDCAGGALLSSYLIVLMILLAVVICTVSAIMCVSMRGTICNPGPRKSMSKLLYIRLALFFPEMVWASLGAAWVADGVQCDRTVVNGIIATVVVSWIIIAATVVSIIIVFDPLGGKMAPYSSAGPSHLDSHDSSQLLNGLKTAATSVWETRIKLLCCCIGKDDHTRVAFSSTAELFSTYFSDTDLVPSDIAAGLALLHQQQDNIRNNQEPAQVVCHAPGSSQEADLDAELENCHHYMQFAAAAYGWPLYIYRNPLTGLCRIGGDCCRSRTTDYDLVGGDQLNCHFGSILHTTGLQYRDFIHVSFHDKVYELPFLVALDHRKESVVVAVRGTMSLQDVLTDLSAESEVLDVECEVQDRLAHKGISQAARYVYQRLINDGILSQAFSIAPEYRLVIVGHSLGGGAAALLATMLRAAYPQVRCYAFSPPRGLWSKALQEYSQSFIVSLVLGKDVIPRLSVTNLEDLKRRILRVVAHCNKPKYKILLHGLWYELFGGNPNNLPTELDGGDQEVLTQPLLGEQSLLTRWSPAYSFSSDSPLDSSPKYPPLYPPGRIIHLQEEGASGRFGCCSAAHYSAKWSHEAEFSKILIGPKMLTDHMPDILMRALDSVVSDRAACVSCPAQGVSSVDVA
HTR5A ag ctr – HTR5A agonism, opioid heterodimer counter-screen. P47898. HTR5A agonist assay, luminescence, cell-based. activation, % at 9.3 µM. hit rate 0.61% among 340,000; in the data active = activation mostly above about 9.5%, no sharp cut-off; inactive = mostly below about 7.6%;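 also: 0% = cells with vehicle only and 100% = reference agonist; strong numbers were not always called active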
Target sequence (P47898 whole entry, looked up): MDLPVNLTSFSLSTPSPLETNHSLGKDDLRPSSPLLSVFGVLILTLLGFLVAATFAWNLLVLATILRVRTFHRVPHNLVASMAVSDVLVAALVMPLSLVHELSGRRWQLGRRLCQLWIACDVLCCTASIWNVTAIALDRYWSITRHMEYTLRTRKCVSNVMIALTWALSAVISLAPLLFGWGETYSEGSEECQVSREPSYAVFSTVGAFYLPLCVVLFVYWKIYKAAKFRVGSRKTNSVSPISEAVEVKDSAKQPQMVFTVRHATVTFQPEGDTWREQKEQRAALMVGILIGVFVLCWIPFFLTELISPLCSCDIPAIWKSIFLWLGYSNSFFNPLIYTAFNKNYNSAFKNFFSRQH
HTR5A inv ag – counter-screen for OPRM1-OPRD1 inverse agonists: human HTR5A inverse agonism; P47898; HTR5A cell line, luminescence; inhibition, % at 9.3 µM; hit rate 0.083% among 340,000; AID 504634; in the data active = inhibition mostly above about 23%, no sharp cut-off; inactive = mostly below about 18%;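 also: 0% = cells with DMSO and 100% = no-cell wells with DMSO; some compounds called inactive have numbers as strong as hits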
V-ATPase pH – alters yeast V-ATPase proton transport | response, % at 10 µM | S. cerevisiae, pHLuorin cytosolic pH fluorescence | hit rate 0.37% among 350,000; in the data active = response mostly above about 7.3%, no sharp cut-off; inactive = mostly below about 5.4%; also: actives read high; inactives centre near 0; some compounds called inactive have numbers as strong as hits; reference of the scale not given here
OPRM1-OPRD1 ag – OPRM1-OPRD1 heterodimerization agonism. P35372+P41143. cells, luminescence. activation, % at 9.3 µM. hit rate 0.3% among 340,000. AID 504326; in the data active = activation above about 18%;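 also: 0% = vehicle-treated cells and 100% = reference agonist; values of inactives mirror those of a sister screen read the other way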
PKA-R2B activ – PKA-R2B complex activation | activation, % at 11.4 µM | PKA-R2B holoenzyme dissociation, Cy5-IP20 fluorescence polarization; R2B truncated from residue 108, S112A mutant; 0% DMSO only, 100% 113 µM cGMP | hit rate 0.079% among 340,000 | P22694+P31323;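 active = activation above a cutoff set at the mean over all compounds plus 3 SD, cut at about 18% in these data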;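 also: higher means more holoenzyme dissociation and a rise in polarization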
Arrestin-AP2 inh – blocks beta-arrestin peptide binding to AP2 adaptin; AID 504490; FITC-arrestin peptide / GST-AP2 beads, flow cytometry; AP2 beta2 appendage carries R879A mutation; inhibition, % at 10 µM; hit rate 0.31% among 340,000;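 active = inhibition above a set limit, near 3 SD of compounds lacking own fluorescence, cut at about 54% in these data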;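 also: plate controls were DMSO wells for no effect and 5 µM unlabelled arrestin peptide for full effect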
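System: GST-AP2 R879A glutathione beads. Medium: PBS with 0.05% Tween 20 and 0.1% BSA. Also added: FITC-arrestin peptide, 50 nM. Incubation: 12 min plus 1 h, RT. Measured by: high-throughput flow cytometry of beads, ex 488, em 535 nm. Evaluation: percent drop in bead-associated FITC signal.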
DSG3 Ab inh – inhibitors of pemphigus antibody binding to human desmoglein-3; P32926; DSG3-coupled beads, scFv-anti-DSG3-GFP binding, flow cytometry; active compounds read low; binding (percent of control), % at 10 µM; hit rate 0.48% among 310,000;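 active = binding more than 3 SD below its plate's average and above zero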;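 also: hits lower antibody fragment binding to DSG3; some compounds called inactive have numbers as strong as hits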
OPRM1-OPRD1 inv – inverse agonists of human mu-delta opioid receptor heterodimerization. P35372+P41143. cell-based MOR-DOR heterodimer luminescence, inverse agonism. AID 504357. hit rate 0.21% among 340,000. inhibition, % at 9.3 µM; in the data active = inhibition above about 22%, passing the limit was not always enough;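 also: 0% = cells with DMSO and 100% = wells without cells with DMSO; values of inactives mirror those of a sister screen read the other way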
PKA-R1A act – PKA-R1A complex activation. P00514+P68181. PKA-R1A dissociation, Cy5-IP20 fluorescence polarization; scaled: DMSO 0%, 113 µM cGMP 100%. activation, % at 11.4 µM. hit rate 0.083% among 340,000. AID 504707;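 active = percent activation above the mean of all tested compounds plus 3 SD, cut at about 19% in these data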;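 also: higher means more PKAc released from R1A so a rise in polarization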
* marks the source's active call; other numbers are inactive results; · = no result given.

SMILES	DAGLB inhibitor	HTR5A ag ctr	HTR5A inv ag	V-ATPase pH	OPRM1-OPRD1 ag	PKA-R2B activ	Arrestin-AP2 inh	DSG3 Ab inh	OPRM1-OPRD1 inv	PKA-R1A act
CC1CC(C)(C)CC2(C1)NC(=O)N(CC(=O)N1CCN(Cc3ccc(C#N)cc3)CC1)C2=O (configuration not stated)	-2	2	-1	3	-2.0	-1	19	99	10	8
Cc1ccc(C(=O)CCC2CCCCC2=O)cc1 (configuration not stated)	0	2	-6	3	-1.3	0	7	95	6	3
N#Cc1ccsc1NC(=O)COC(=O)c1cc2ccccc2cc1O	-2	5	-13	2	-0.3	-6	5	100	2	4
CCN(c1ccccc1)S(=O)(=O)c1ccc(C(=O)Nc2ccccn2)cc1	1	1	-2	7	-2.0	-5	32	104	10	5
O=C(Cn1c(CO)nc2ccccc21)Nc1cc(C(F)(F)F)ccc1N1CCOCC1	-2	·	·	4	·	-1	0	76	·	5
CCCCNC(=O)Cn1cnc2sc(C)c(S(=O)(=O)N3CCN(c4ccccc4OC)CC3)c2c1=O	-1	4	-12	0	1.9	1	3	105	-15	-1
Cc1cccc(OCC(=O)NCC(c2ccco2)N2CCCC2)c1 (configuration not stated)	2	3	8	6	-0.8	-3	-12	124	5	-1
O=C1NC(=S)S/C1=C1\Sc2ccccc2N1CCCS(=O)(=O)O	-3	2	-5	4	-4.7	13	-2	112	20	-2
Cc1ccc(C2(c3ccccc3)NC(=O)N(CC(=O)NCc3ccco3)C2=O)cc1C (configuration not stated)	0	-1	2	-3	-1.4	-7	-3	104	7	5
COc1ccc(OCCN(C)C(=O)c2cccc(S(=O)(=O)N(C)c3ccccc3)c2)cc1	-1	6	-8	0	1.7	-9	6	100	-7	-8
O=[N+]([O-])c1cccc(C2(O)COc3ccccc3O2)c1 (configuration not stated)	-3	2	-7	-2	-3.0	-2	11	109	14	-15
O=C(OCN1C(=O)c2ccccc2C1=O)c1cccs1	0	2	-5	0	-1.5	2	24	107	7	-4
COC(=O)CCC(=O)NC(=S)Nc1ccc(S(=O)(=O)Nc2cc(OC)nc(OC)n2)cc1	1	-4	25	-3	-4.6	-1	3	96	25	2
CC(C)N1CCN(C(=O)c2ccc(OC3CCN(CCc4ccccc4)CC3)cc2)CC1	1	-1	1	1	0.4	0	-6	116	-2	-1
N#CCCn1cc(C(=O)N2CCCCC2)c(-c2ccc([N+](=O)[O-])cc2)n1	0	-2	6	-3	-2.4	-3	17	98	12	-2
Cc1cc(Cl)ccc1OCC(=O)N1CC(C)CC(C)C1 (configuration not stated)	-5	-2	-20	-1	6.2	-2	11	·	-33	-3
CCC(C)NC(=O)C1CCC(CNS(=O)(=O)c2cccc3nsnc23)CC1 (configuration not stated)	0	1	-2	0	1.3	0	54*	·	-7	-2
CCOC(=O)Nc1ccc(S(=O)(=O)NC2CCCCC2)cc1	-3	0	0	-2	-2.0	-10	36	85	10	-1
Cc1c(NC(=O)c2cc3c(s2)CCCC3)c(=O)n(-c2ccccc2)n1C	1	-4	12	3	-2.4	-4	3	118	12	-14
O=C(c1ccccc1[N+](=O)[O-])N1CCN(c2ccc(N3CCOCC3)nn2)CC1	-5	-4	10	4	-0.1	-3	9	112	1	6
Cn1c(SCC(=O)N/N=C/c2ccncc2)nc2ccccc21	0	-2	7	1	-2.5	-14	32	·	12	-4
CN(CC(=O)Nc1cccc(F)c1)C(=O)CCc1nc2cc(S(=O)(=O)N3CCOCC3)ccc2n1C	-2	-2	4	4	-0.8	-4	21	104	5	-4
CC1CC(C)CN(S(=O)(=O)c2ccc(NC(=S)NC(=O)c3ccccc3)cc2)C1 (configuration not stated)	-2	-3	-4	1	-2.2	-7	4	125	12	-7
Cc1ccc(CS(=O)(=O)CCC(=O)NCCC2=CCCCC2)cc1	0	4	-12	0	-2.5	1	29	100	13	-1
COc1cccc(/C=N/NC(=O)c2cccc3ccccc23)c1	-1	4	-15	1	-2.1	4	9	120	12	-9
(more compounds)
SMILES	DAGLB inhibitor	HTR5A ag ctr	HTR5A inv ag	V-ATPase pH	OPRM1-OPRD1 ag	PKA-R2B activ	Arrestin-AP2 inh	DSG3 Ab inh	OPRM1-OPRD1 inv	PKA-R1A act
COc1cccc(C(C)NC(=O)Cc2cccs2)c1 (configuration not stated)	-4	7	8	3	0.2	-19	13	111	-1	-9
CN1C(=O)c2cccc3c(S(=O)(=O)Nc4ccccn4)ccc1c23	-1	1	-2	0	-1.8	-11	28	100	9	-6
O=S(=O)(NCC1COc2ccccc2O1)c1ccccc1F (configuration not stated)	-2	-1	3	4	-2.9	-3	0	105	11	-11
O=C(CCN1C(=O)/C(=C/c2ccccc2Cl)SC1=S)NCCCN1CCOCC1	-2	1	-20	3	-0.3	-5	-11	101	1	-3
COc1cccc(NC(=O)Cn2c(=O)oc3cc(S(=O)(=O)N4CCCC4)ccc32)c1	-1	1	-3	1	-1.3	-9	-7	100	7	-14
Cc1ccccc1S(=O)(=O)NNC(=O)C(=O)NNc1ccccn1	-3	7	-26	1	-0.1	2	5	101	1	6
CCOC(=O)c1c(C)[nH]c(C(=O)OCC(=O)Nc2cc(Cl)ccc2OC)c1C	-1	-3	-17	-4	0.7	-7	2	99	-4	1
CC(C)(C)OC(=O)NCCc1onc(-c2ccc([N+](=O)[O-])cc2)c1C(=O)O	4	·	·	-2	·	4	·	99	·	-2
CCNC(=O)CC1C(=O)N(c2ccc(C)cc2)C(=O)N1CCc1ccc(OC)c(OC)c1 (configuration not stated)	1	-3	8	-2	-1.0	-6	-7	·	6	-6
CC(=O)Nc1cccc(NC(=O)c2c(-c3ccccc3Cl)noc2C)c1	0	4	5	0	1.2	-3	-6	98	-7	0
CN[C@H](C)C(=O)NC[C@H]1O[C@@H](n2cc(C)c(=O)[nH]c2=O)C[C@@H]1O	-3	·	·	-2	·	2	·	103	·	-4
COC(C)(C)c1cc(C(C)(C)C)nc(N)n1	-2	-4	14	0	-2.9	12	-3	104	16	4
Cc1cc(C)c(C)c(S(=O)(=O)N2CCN(C(=O)c3ccncc3)CC2)c1C	1	0	6	0	0.5	-7	-4	98	-2	4
CCOC(=O)C1=C(Cn2ccc(C(F)(F)F)n2)NC(=O)NC1c1ccc2c(c1)OCO2 (configuration not stated)	1	-3	9	-2	-0.8	2	-3	103	4	-8
COc1ccc(CC(=O)Oc2ccc(C#N)cc2)cc1	-1	-2	-17	-1	-1.7	3	5	102	8	0
CC1CN(C(=O)c2cccc(S(=O)(=O)NCc3ccccc3)c2)CC(C)O1 (configuration not stated)	3	-4	11	·	-3.6	-5	3	94	16	5
Cc1ccccc1OCC(=O)NCC(c1cccs1)N1CCOCC1 (configuration not stated)	0	5	-14	1	0.7	0	6	102	-5	-7
Cc1cccc(C(=O)Oc2c(Br)cc(Br)cc2/C=N/NC(=O)c2ccncc2)c1	-1	4	-21	0	-1.4	12	-14	·	9	-2
FC(F)(F)c1cccc(NCc2cn3cccnc3n2)c1	1	3	23	-2	0.8	-6	-2	98	-5	-9
COc1cc(/C=C/CN2CCN(CCC(C)C)C(CCO)C2)ccc1O (configuration not stated)	1	-5	-4	5	-0.5	-8	32	106	3	11
COc1cccc(-c2nnc(SCc3ccc(C#N)cc3)n2Cc2ccco2)c1	2	0	-11	-1	-3.1	-12	2	101	14	5
CC(Sc1nnc(C2CC2)n1-c1ccccc1)C(=O)N1CCNC1=O (configuration not stated)	1	-4	-13	1	0.3	-5	11	99	-2	-4
COc1ccc(/C=C/C(=O)Nc2nc(C)c(C(=O)N(C)C)s2)cc1OC	1	-6	16	4	-2.1	-3	8	104	11	-4
O=C(COc1ccccc1-c1ccccc1)NCCN1C(=O)S/C(=C\c2cccnc2)C1=O	-1	4	-15	-3	1.1	2	·	101	-6	0
Cc1cc(OCC(=O)c2ccc(C(F)(F)F)cc2)n2cnnc2n1	1	-6	-7	-3	-2.1	6	-10	97	11	-2
Further structures.
SMILES	DAGLB inhibitor	HTR5A ag ctr	HTR5A inv ag	V-ATPase pH	OPRM1-OPRD1 ag	PKA-R2B activ	Arrestin-AP2 inh	DSG3 Ab inh	OPRM1-OPRD1 inv	PKA-R1A act
Cc1ccc(C(=O)OCN2C(=O)c3ccccc3C2=O)c(O)c1	0	4	20	4	-3.2	2	-2	112	11	4
O=C1CCC(=O)N1N1C(=O)C2C3c4ccccc4C(c4ccccc43)C2C1=O (configuration not stated)	-1	-2	5	-3	-1.8	1	24	101	10	-7
COCCN(C(=O)c1csnn1)C(C(=O)NC(C)(C)C)c1cccc(OC)c1 (configuration not stated)	-1	6	-7	-1	-2.8	-18	-3	101	15	-10
CC(C)=CC(=O)O[C@@H]1Cc2c(ccc3ccc(=O)oc23)OC1(C)C	-8	-4	9	6	5.4	-17	9	104	-30	2
Cc1ccc(OCC(=O)N2CCc3ccccc3C2)cc1C	-7	·	·	0	·	5	·	107	·	16
O=S(=O)(NCC1CN(S(=O)(=O)c2ccc3c(c2)OCCO3)C1)c1c(F)cccc1F	-2	0	6	7	-0.6	7	-1	96	3	10
OCC1OC(n2cnc3c(N4CCCC4)ncnc32)C(O)C1O (configuration not stated)	-1	·	·	0	·	-3	·	102	·	2
COCCN1C(=O)c2ccc(C(=O)Nc3cccnc3)cc2C1=O	-1	-1	-17	-2	-2.2	-16	-15	·	12	-11
CC1(C)Cc2c(cnn2-c2ccccc2)C(NC(=O)c2ccc[n+]([O-])c2)C1 (configuration not stated)	-1	2	15	5	-1.9	-4	0	105	13	5
O=C(NCc1ccc(F)cc1)c1cc(S(=O)(=O)N2CCCCC2)ccc1Cl	0	10	-27	3	2.6	-6	-4	·	-11	-6
Cc1ccc2c(c1)N(CC(=O)NCCCN1CCOCC1)C(=O)c1cccnc1O2	-1	-4	10	1	-2.2	-12	18	106	11	-7
Cc1ccccc1C=O	0	1	-4	-1	-2.4	-9	7	104	13	-7
CCOC(=O)N1CCN(c2c(N3CCN(c4ccccc4OC)CC3)c(=O)c2=O)CC1	-5	-2	6	0	-0.3	2	21	97	2	-5
CCCOc1ccccc1N/C(=N/c1nc(C)cc(C)n1)NC(=O)Nc1ccc(Cl)cc1	0	0	-4	2	-0.8	-3	7	116	4	6
CCCNC(=O)N1CCC(n2nccc2NC(=O)CCOc2ccccc2)CC1	-5	0	-11	-5	0.8	9	-5	111	-3	12
CCCCCCCNC(=O)C1(CC2CC(c3ccc(Cl)cc3)=NO2)CCN(C(=O)C2CCCC2)CC1 (configuration not stated)	-1	4	-49	-15	-1.7	-5	10	98	9	-2

Complete entries, looked up by structure:
Record of O=C(NCc1ccc(F)cc1)c1cc(S(=O)(=O)N2CCCCC2)ccc1Cl → DAGLB inhibitor = 0; HTR5A ag ctr = 10; HTR5A inv ag = -27; V-ATPase pH = 3; OPRM1-OPRD1 ag = 2.6; PKA-R2B activ = -6; Arrestin-AP2 inh = -4; DSG3 Ab inh = ·; OPRM1-OPRD1 inv = -11; PKA-R1A act = -6
Record of CCCCCCCNC(=O)C1(CC2CC(c3ccc(Cl)cc3)=NO2)CCN(C(=O)C2CCCC2)CC1 (configuration not stated) → DAGLB inhibitor = -1; HTR5A ag ctr = 4; HTR5A inv ag = -49; V-ATPase pH = -15; OPRM1-OPRD1 ag = -1.7; PKA-R2B activ = -5; Arrestin-AP2 inh = 10; DSG3 Ab inh = 98; OPRM1-OPRD1 inv = 9; PKA-R1A act = -2
